Assay outcomes (PubChem BioAssay)
GLP1R ag – activates the human GLP-1 receptor; HEK293 GLP-1R CRE-luciferase, luminescence, 4-6 h; cells express a hypersensitive GLP-1R form; actives 0.007% (n = 380,000); P43220; AID 624172; Potency, µM (highest dose often 45.6 µM), inactives show at the top dose activation, usual class: activators; also: potency is read from the fitted curve at half-maximal effect; % of control where 0% means no effect
WRN inhibitor – inhibitors of human WRN helicase. WRN helicase unwinding, fluorescent forked duplex, kinetic. Potency, µM (highest dose often 114 µM), inactives show at the highest dose activity change, negative = inhibition, actives largely listed as inhibitors. actives 0.46% (n = 360,000). AID 651768; also: potency is read from the fitted curve at half-maximal effect; % is scaled to controls: 0 for no effect and ±100 for the full control effect; nearly all actives have a fitted effect of over 55% in size
Target sequence (Q14191 whole entry, looked up): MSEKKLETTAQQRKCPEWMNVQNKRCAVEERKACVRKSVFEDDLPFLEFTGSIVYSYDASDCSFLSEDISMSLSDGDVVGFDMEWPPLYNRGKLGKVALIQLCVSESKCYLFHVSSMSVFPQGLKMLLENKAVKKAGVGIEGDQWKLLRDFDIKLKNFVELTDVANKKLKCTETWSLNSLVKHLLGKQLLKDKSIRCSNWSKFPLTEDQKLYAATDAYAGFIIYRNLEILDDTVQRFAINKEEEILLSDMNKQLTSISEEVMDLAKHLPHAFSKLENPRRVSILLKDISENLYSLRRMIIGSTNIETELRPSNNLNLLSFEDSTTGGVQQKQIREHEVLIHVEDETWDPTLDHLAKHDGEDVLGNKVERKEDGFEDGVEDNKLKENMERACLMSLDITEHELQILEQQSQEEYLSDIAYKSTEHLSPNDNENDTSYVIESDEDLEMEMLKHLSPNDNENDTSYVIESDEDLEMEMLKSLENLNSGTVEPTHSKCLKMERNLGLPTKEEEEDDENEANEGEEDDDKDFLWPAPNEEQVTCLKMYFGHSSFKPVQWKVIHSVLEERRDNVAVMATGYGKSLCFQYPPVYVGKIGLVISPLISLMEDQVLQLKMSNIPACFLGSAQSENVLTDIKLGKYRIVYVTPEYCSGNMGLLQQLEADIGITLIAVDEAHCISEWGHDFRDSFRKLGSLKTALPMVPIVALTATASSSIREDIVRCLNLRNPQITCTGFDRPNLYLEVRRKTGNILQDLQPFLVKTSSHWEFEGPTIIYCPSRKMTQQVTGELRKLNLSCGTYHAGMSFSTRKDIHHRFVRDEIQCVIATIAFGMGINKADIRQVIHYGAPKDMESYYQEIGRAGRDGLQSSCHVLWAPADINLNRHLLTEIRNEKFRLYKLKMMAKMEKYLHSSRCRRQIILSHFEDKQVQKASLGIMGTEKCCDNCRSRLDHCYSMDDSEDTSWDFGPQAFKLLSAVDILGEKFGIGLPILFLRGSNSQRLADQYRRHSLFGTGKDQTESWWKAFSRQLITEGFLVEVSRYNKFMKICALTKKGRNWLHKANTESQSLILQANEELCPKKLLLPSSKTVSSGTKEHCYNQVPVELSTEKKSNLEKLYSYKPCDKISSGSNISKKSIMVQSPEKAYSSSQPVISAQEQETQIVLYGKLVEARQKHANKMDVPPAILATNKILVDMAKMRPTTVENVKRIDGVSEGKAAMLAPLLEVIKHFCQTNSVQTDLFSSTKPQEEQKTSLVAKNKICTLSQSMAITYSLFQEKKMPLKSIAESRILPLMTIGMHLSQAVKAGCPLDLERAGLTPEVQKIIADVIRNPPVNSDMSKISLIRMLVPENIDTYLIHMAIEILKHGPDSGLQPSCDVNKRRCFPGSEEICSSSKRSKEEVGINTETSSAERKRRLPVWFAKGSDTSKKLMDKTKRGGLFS
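Enzyme (20 nM final) and test compound sit together 15 min at room temperature before substrate addition. Substrate is a single-forked duplex oligonucleotide (100 nM) labelled with fluorophore and quencher, with 2 mM ATP; helicase unwinding raises red fluorescence, read kinetically.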
HEK293 tox – cytotoxic in the GLP-1 receptor inverse agonist counter-screen; Potency, µM (series often up to 38.3 µM), without a hit: at the top dose activity change, negative = inhibition, actives largely listed as inhibitors; HEK293 cAMP-luciferase reporter cells, luminescence, 24 h; actives 0.13% (n = 410,000); AID 624418;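 also: loss of luciferase light is scored as toxicity; potency is read from the fitted curve at half-maximal effect; % is scaled to controls: 0 for no effect and ±100 for the full control effect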
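1536-well qHTS counterscreen of the MLSMR; 200 cells/uL, 12 h pre-incubation, 23 nL cpd, 24 h at 37 deg C 5% CO2, luciferase detection reagent, 12 min RT, luminescence. Inhibition = undesired.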
D3 antag – D3 dopamine receptor (human) antagonism; AID 652054; max response, negative = inhibition, %; actives 2.5% (n = 360,000); D3R cells, DiscoveRx beta-arrestin luminescence, antagonist mode; active compounds read low; P35462; in the data active = max response below about -50%; inconclusive = no clear call, values can overlap the other calls; also: % is scaled to controls: 0 for no effect and ±100 for the full control effect; mostly tested at two doses, the higher about 12 µM
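Cells plated overnight at 1500 cells/well, then exposed to library compounds with dopamine controls for 90 minutes at 37 degrees C. DiscoveRx reagent added for 30–60 minutes at room temperature; luminescence read, quantitative HTS format.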
PI5P4Ka inh – inhibitors of human PI5P4K alpha; max response, %; AID 652105; PI5P4Kalpha enzyme, ADP-Glo luminescence, 60 min; active compounds read low; actives 1.2% (n = 330,000); P48426; active = max response of -50% or lower; inconclusive = between -30% and -50%; inactive = -30% or higher; also: value at the top dose of about 77 µM; % is scaled to controls: 0 for no effect and ±100 for the full control effect
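PI5P4Kalpha ADP-Glo assay; 5 microM ATP final; 60 min RT reaction; HEPES pH 7.4/EGTA/CHAPS, 5% DMSO; controls lacking substrate or enzyme; luminescent end-point.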
PLK1 PBD block – blocks phosphopeptide binding to human PLK1 polo-box domain | P53350 | Plk1 PBD binding of FITC phosphopeptide, fluorescence polarization | Potency, µM, for the others: max response, negative = inhibition, most hits filed as inhibitors | actives 2.8% (n = 360,000); also: potency is read from the fitted curve at half-maximal effect; series mostly up to about 57 µM; % is scaled to controls: 0 for no effect and ±100 for the full control effect; nearly all actives have a fitted effect of over 65% in size
GLP1R inv ag – inverse agonists of human GLP-1 receptor; P43220; Potency, µM (top dose mostly 38.3 µM), inactives show at the top dose activity change, negative = inhibition, usual class: inhibitors; actives 1.6% (n = 410,000); HEK293 GLP-1R CRE-luciferase, luminescence, 24 h; GLP-1R form is constitutively active; also: potency is read from the fitted curve at half-maximal effect; % is scaled to controls: 0 for no effect and ±100 for the full control effect; nearly all actives have a fitted effect of over 55% in size
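GLP-1R inverse agonism mode: basal reporter luminescence in engineered HEK293 cells measured after one day of compound exposure at 37 deg C, with a 12 min room-temperature detection step.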
DRD3 agonist – D3 dopamine receptor (human) agonism; D3R DiscoveRx beta-arrestin cells, luminescence, 90 min; max activation, %; actives 0.58% (n = 410,000); in the data active = max activation above about 30%; also: 0% is about no effect; mostly tested at two doses, the higher about 12 µM
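Agonist-mode cell screen: cells plated at 1500/well and incubated overnight at 37 °C, then exposed to library compounds for 90 min at 37 °C. Detection reagent was added for 30–60 min at room temperature, and luminescence was read.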
IL2 activator – activates IL-2 in a cell-based reporter assay; IL-2 activation reporter assay, cell-based qHTS; stimulated with anti-CD3/CD4/CD28 beads; in transgenic mouse T cells; activation, % (series mostly up to about 46 µM); actives 0.065% (n = 360,000); in the data active = activation above about 50%; inconclusive = mostly about 30% to 49%; also: 0% is about no effect
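Readout: EGFP and DsRed signals by fluorescent plate cytometry. Unstimulated transgenic mouse T cells received compound 60 min before antibody-bead stimulation, then incubated 18 h at 37 degrees C.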
* marks the source's active call; other numbers are inactive results; u = inconclusive; x = not tested or not shown; & = joins results of further samples; [ ] = another dose, or the depositor's remark. Unless noted, calls follow the shape of the dose curve; as a rule, active = well fitted curve in the direction sought with a large enough effect; inconclusive = small, poorly fitted or top-dose-only effect, or another doubt; inactive = no such curve, though single readings can be large; an effect the other way counts as inactive or inconclusive.

Sample of the layout:
1	COc1ccc(C2=CC(=O)CC(c3ccc(OC)cc3)C2)cc1 (stereo not given)
2	COc1cc(-c2cc3nc(NCc4cccs4)ccn3n2)cc(OC)c1OC
Screen / compound no.	1	2
GLP1R ag	15.0%	-6.6%
WRN inhibitor	-13.7%	-21.6%
HEK293 tox	19.2%	-21.6%
D3 antag	-9.5	0.0
PI5P4Ka inh	-2.2	1.2
PLK1 PBD block	-15.9%	-7.0%
GLP1R inv ag	u	u
DRD3 agonist	-12.1	-10.9
IL2 activator	-1.5	-0.7

This part in full (from the top)
1	COc1ccc(C2=CC(=O)CC(c3ccc(OC)cc3)C2)cc1 (stereo not given)
2	COc1cc(-c2cc3nc(NCc4cccs4)ccn3n2)cc(OC)c1OC
3	COc1ccc(CN2C[C@@H](CO)O[C@@H](n3cnc4c(NCCCO)ncnc43)C2)cc1
4	O=C(CNc1ccccc1Cl)Nc1cc(S(=O)(=O)N2CCOCC2)ccc1Cl
5	Cc1ccc(-c2ocnc2C(=O)N2CCOCC2)cc1
6	COc1cccc(-n2c(N)cc(=O)nc2SCC(=O)N2CCN(c3ccccc3)CC2)c1
7	C=Cn1c(C(=O)O)ccc1-c1ccc(CC)cc1
8	CCC1=C(OC(=O)N(CC)CC)N2C(=O)OC(=NCCc3c[nH]c4ccccc34)[C@]2(C)[C@H]2C1=CC[C@H]1C(=O)N(CC)C(=O)[C@H]12
Screen / compound no.	1	2	3	4	5	6	7	8
GLP1R ag	15.0%	-6.6%	5.7%	0.0%	-1.5%	0.4%	-3.8%	-6.1%
WRN inhibitor	-13.7%	-21.6%	10.6%	-5.4%	7.6%	-8.4%	1.6%	6.5%
HEK293 tox	19.2%	-21.6%	0.7%	16.0%	13.2%	4.3%	-4.7%	-9.9%
D3 antag	-9.5	0.0	7.8	-9.7	0.8	1.8	5.8	4.5
PI5P4Ka inh	-2.2	1.2	-1.4	2.9	-4.2	-8.2	-0.6	4.9
PLK1 PBD block	-15.9%	-7.0%	2.2%	-14.3%	-11.1%	-2.0%	-1.8%	1.7%
GLP1R inv ag	u	u	3.6%	u	5.0%	11.0%	14.6%	u
DRD3 agonist	-12.1	-10.9	-3.2	0.4	0.0	10.7	-11.3	9.7
IL2 activator	-1.5	-0.7	3.1	-0.4	-1.3	-1.4	0.0	-0.8

Rewritten with values under each structure: part of the list above.
Order of results – GLP1R ag	WRN inhibitor	HEK293 tox	D3 antag	PI5P4Ka inh	PLK1 PBD block	GLP1R inv ag	DRD3 agonist	IL2 activator
5. Cc1ccc(-c2ocnc2C(=O)N2CCOCC2)cc1
  -1.5%	7.6%	13.2%	0.8	-4.2	-11.1%	5.0%	0.0	-1.3
6. COc1cccc(-n2c(N)cc(=O)nc2SCC(=O)N2CCN(c3ccccc3)CC2)c1
  0.4%	-8.4%	4.3%	1.8	-8.2	-2.0%	11.0%	10.7	-1.4

Next section:
9	Cc1c(C2(O)CCCCC2)[nH]c2ccc(C#N)cc12
10	CCOCCCNC(=O)Cn1nc(-c2ccccc2)ccc1=O
11	NC1=NC(=O)C(CC(=O)Nc2ccc3c(c2)OCO3)S1 (stereo not given)
12	C[C@H]1CC[C@]2(O[C@H](CCO)C[C@@H](O)[C@@H]2O)O1
13	CCN(CC)C(=O)c1cc(C(C)(C)C)c(O)c(C(C)(C)C)c1
14	O=C1CC(C(=O)O)(c2ccccc2)c2cccc(F)c21 (stereo not given)
15	CCC(C#CCN1CCOCC1)(CC)OCCC#N
16	CCn1ccnc1CNCc1ccc(OCC(O)CN(C)Cc2ccccc2)cc1 (stereo not given)
Screen / compound no.	9	10	11	12	13	14	15	16
GLP1R ag	2.8%	-3.9%	0.7%	-2.0%	3.2%	4.0%	0.6%	14.3%
WRN inhibitor	-1.2%	-2.0%	-2.8%[57.1 µM]	1.7%	2.0%	-3.3%	0.1%	-3.3%
HEK293 tox	-22.9%	3.8%	-0.4%	18.6%	16.9%	6.7%	-2.2%	u
D3 antag	0.2	-6.1	5.1	0.0	2.7	9.3	-3.1	-59.2*
PI5P4Ka inh	-2.6	1.0	u	4.7	-4.5	-3.2	3.0	1.0
PLK1 PBD block	-14.0%	1.0%	-1.0%	-18.6%	-4.4%	-4.4%	-5.8%	-15.3%
GLP1R inv ag	-13.0%	-14.7%	8.7%	5.7%	3.5%	-22.5%	4.0%	u
DRD3 agonist	-9.5	1.2	1.9	-3.6	-8.6	2.4	-14.6	-6.0
IL2 activator	-3.3	-1.6	-2.9	0.0	0.2	-4.4	0.3	0.5

17	COc1ccccc1N1CCN(CCCN2C(=O)C3CCCN3C2=O)CC1 (stereo not given)
18	COCCN1C(=O)N(c2cccc(C)c2)C(=O)C1CC(=O)Nc1ccc(F)cc1 (stereo not given)
19	CC(Oc1ccc(Cl)cc1Cl)C(=O)Nc1ccc(O)cc1 (stereo not given)
20	O=C(CS(=O)(=O)c1cn(Cc2ccccc2Cl)c2ccccc12)N1CCOCC1
21	CCOc1ccccc1NC(=O)NCc1ccccc1F
22	COCCNC(=O)C(C)OC(=O)c1nsc(Cl)c1Cl (stereo not given)
23	NC(=O)c1ccc(NC(=O)COC(=O)c2c3c(nc4ccccc24)/C(=C\c2ccc4c(c2)OCO4)CCC3)cc1
24	Cc1cc(C)nc(/N=C2\NC(=O)CC(C(=O)O)N2c2ccc(C)c(C)c2)n1 (stereo not given)
Screen / compound no.	17	18	19	20	21	22	23	24
GLP1R ag	-2.5%	-2.4%	21.2%	-1.7%	4.2%	-1.1%	0.3%	-0.3%
WRN inhibitor	-2.5%	-0.9%	4.5%[57.1 µM]	-2.8%	-0.2%	6.5%	-2.6%	2.2%
HEK293 tox	-3.8%	-3.9%	0.2%	8.0%	0.4%	-4.3%	121.9%[activator]	10.1%
D3 antag	-82.9*	-10.7	-1.3	4.5	1.3	12.9	24.0	-14.1
PI5P4Ka inh	9.2	11.2	13.6	x	-0.3	-0.3	-7.9	-22.0
PLK1 PBD block	-18.4%	-2.0%	-12.5%	-7.1%	-4.8%	-4.7%	u	23.8µM*
GLP1R inv ag	-12.0%	7.4%	-18.7%	-0.7%	u	10.2%	u	-0.1%
DRD3 agonist	-12.7	1.7	3.5	7.5	-3.8	-1.9	13.7	-1.5
IL2 activator	-0.2	-0.3	-0.7	4.2	0.9	-2.9	-3.7	0.8

25	Oc1c(C(c2ccccc2)N2CCOCC2)ccc2ccccc12 (stereo not given)
26	COCCN1C(=O)c2cc(C(=O)Nc3ccc(C)c(F)c3)ccc2C1Nc1ccc(C)c(F)c1 (stereo not given)
27	CC(CN1CCCCC1)OC(=O)COc1ccc(Cl)cc1 (stereo not given)
28	CCN(C(=O)COC(=O)CNC(=O)c1ccc(F)cc1)C1CCS(=O)(=O)C1 (stereo not given)
29	Fc1ccccc1Cc1noc(CN(Cc2ccccn2)CC2CCCO2)n1 (stereo not given)
30	COc1ccc(S(=O)(=O)N(CCC(N)=O)Cc2ccco2)cc1OC
31	c1ccc(CCCc2nc(-c3ccccn3)no2)cc1
32	CCn1cc(/C=C/C(=O)Nc2ccn(Cc3c(F)c(F)cc(F)c3F)n2)cn1
Screen / compound no.	25	26	27	28	29	30	31	32
GLP1R ag	-11.6%	0.8%	-3.4%	0.0%	-0.2%	9.6%	3.3%	1.8%
WRN inhibitor	28.2µM*	-1.3%	-2.3%	3.1%	-2.8%	1.4%	-9.3%[57.1 µM]	-14.7%
HEK293 tox	-9.5%	4.0%	-9.3%	-3.4%	-10.7%	-7.6%	-0.3%	-3.9%
D3 antag	-13.8	17.9	0.1	-5.6	0.8	6.1	-6.8	6.5
PI5P4Ka inh	-71.3*	2.0	-19.5	11.0	-17.3	0.9	x	-5.5
PLK1 PBD block	1.19µM*	-9.7%	23.8µM*	-9.2%	-6.3%	-6.2%	0.1%	-16.6%
GLP1R inv ag	u	-1.2%	2.5%	5.5%	-15.6%	32.0%[activator]	1.3%	20.6%
DRD3 agonist	-1.7	-0.6	16.0	-8.7	2.1	2.1	-1.5	1.2
IL2 activator	-1.0	-1.9	-0.9	2.5	-0.2	3.7	-3.6	-2.2

33	CCOc1ccc(NC(=O)CN(C)C(=O)CCCOc2ccc(Cl)c(C)c2)cc1OCC
34	Cc1nnc(C)n1N1C(=O)c2cccc3cccc(c23)C1=O
35	Cc1c(C(=S)Nc2ccccc2)cnn1-c1ccccc1
36	COc1ccc(CNC(=O)COC(=O)CN2C(=O)C3CCCCC3C2=O)cc1 (stereo not given)
37	CCOc1ccccc1N1C(=O)CC(Sc2nccc(C)n2)C1=O (stereo not given)
38	CCOC(=O)C1=C(CN2CCN(C(=O)c3ccco3)CC2)NC(=O)NC1c1ccc(F)cc1 (stereo not given)
39	O=C(NC(=S)NC1CCSC1=O)c1cccs1 (stereo not given)
40	COCCn1c(-c2ccccc2)nc2oc3cc(OC)ccc3c(=O)c2c1=O
41	O=C(C[C@@H]1CC[C@@H]2[C@H](COC[C@H](O)CN2C(=O)Nc2ccc(F)cc2)O1)NCCc1ccncc1
42	O=C1Cc2ccccc2Sc2ccc(O)cc21
43	CCCN(C(=O)CCNC(=O)Cn1cnc2ccccc2c1=O)c1cccc(C)c1
Screen / compound no.	33	34	35	36	37	38	39	40	41	42	43
GLP1R ag	-2.4%	8.3%	3.3%	8.0%	-2.2%	2.4%	-3.9%	-10.8%	x	12.5%	-0.1%
WRN inhibitor	-5.3%	11.0%	1.9%	2.2%	6.7%	6.9%	2.6%	-1.3%	-3.4%	-15.3%	-4.0%
HEK293 tox	-18.4%	-29.0%	7.4%	8.3%	u	-7.2%	-10.7%	3.2%	6.3%	13.7%	2.9%&0.0%
D3 antag	0.8	4.0	u	35.8	11.2	12.1	-1.3	-20.8	-20.2	16.3	10.0
PI5P4Ka inh	-1.9	3.7	-5.3	-2.1	-5.9	-2.0	-5.1	x	0.1	-14.7	4.1
PLK1 PBD block	-0.7%	-6.0%	-17.4%	-8.6%	-4.2%	1.2%	-13.3%	-6.9%	-23.6%	-18.4%	-1.3%
GLP1R inv ag	u	9.6%	u	3.6%	-6.3%	-6.9%	u	0.0%	14.4%	u	-0.5%&-12.8%
DRD3 agonist	0.4	-5.1	-13.6	-0.4	8.9	7.7	-7.7	-4.1	-4.2	-4.5	21.8&3.9
IL2 activator	-3.9	-0.3	-4.1	0.0	0.9	-0.1	-4.2	-0.9	0.2	-3.3	2.1
